# Assay outcomes (PubChem)
# 12-LOX inh = Primary qHTS assay for inhibitors of human arachidonate 12S-lipoxygenase (ALOX12): Round 2; Polyunsaturated fatty acid lipoxygenase ALOX12 (Homo sapiens), P18054; Potency, µM (series often up to 108 µM), for the others: at the top dose activity change, negative = inhibition, usual class: inhibitors; AID 1671190, 2021; actives 1.1% (n = 580,000); purified 12hLO, xylenol orange hydroperoxide absorbance; note: % is set by controls: 0 for no effect and ±100 for the full control effect
#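 Purified human 12hLO at 150 nM in 25 mM Hepes, 0.01% Triton X-100, pH 7.0, preincubated 15 min at room temperature with compound. Reaction started with 40 uM arachidonic acid, 30 min at room temperature. Hydroperoxide measured by Fe-xylenol orange, 573/405 nm absorbance ratio.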
# RXFP1 ag = qHTS Assay for Agonists of the Relaxin Receptor RXFP1; HEK293T-RXFP1 cAMP TR-FRET, 30 min; response scale: percent of porcine relaxin response, buffer zero; Relaxin receptor 1 (Homo sapiens), Q9HBX9; actives 0.3% (n = 370,000); AID 2676, 2010; Potency, µM (doses to about 57.5 µM), without a hit: at the highest dose activation, hits mostly activators; note: % is set by controls: 0 for no effect and ±100 for the full control effect; nearly all actives have a fitted effect of over 60% in size; many of its hits are not listed in these tables
# Target sequence (Q9HBX9 whole entry, looked up): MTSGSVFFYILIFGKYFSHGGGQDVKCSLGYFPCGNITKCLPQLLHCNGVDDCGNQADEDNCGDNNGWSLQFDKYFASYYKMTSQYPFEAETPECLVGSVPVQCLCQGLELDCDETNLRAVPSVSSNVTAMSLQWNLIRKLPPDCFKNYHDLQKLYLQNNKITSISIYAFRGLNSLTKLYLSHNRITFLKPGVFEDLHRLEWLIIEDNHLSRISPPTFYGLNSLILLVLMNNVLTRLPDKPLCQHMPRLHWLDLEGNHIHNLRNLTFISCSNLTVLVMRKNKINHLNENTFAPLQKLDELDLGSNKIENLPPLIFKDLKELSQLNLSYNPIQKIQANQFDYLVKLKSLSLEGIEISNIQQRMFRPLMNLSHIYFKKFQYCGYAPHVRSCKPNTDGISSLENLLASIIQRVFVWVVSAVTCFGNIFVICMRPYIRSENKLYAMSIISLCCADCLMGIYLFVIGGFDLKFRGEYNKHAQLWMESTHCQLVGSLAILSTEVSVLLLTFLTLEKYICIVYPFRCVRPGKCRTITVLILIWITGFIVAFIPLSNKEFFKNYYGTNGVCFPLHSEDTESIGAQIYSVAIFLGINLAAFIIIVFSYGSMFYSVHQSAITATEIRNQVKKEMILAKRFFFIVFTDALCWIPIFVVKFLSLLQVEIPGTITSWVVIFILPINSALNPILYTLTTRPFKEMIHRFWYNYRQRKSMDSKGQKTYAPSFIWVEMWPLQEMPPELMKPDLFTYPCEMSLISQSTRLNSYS
#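 cAMP rise read by TR-FRET after 30 min, 37C compound exposure (up to 58 uM) in RXFP1-transfected HEK293 cells with Ro 20174 present. EC50 from Hill-equation fits, with 29 nM porcine relaxin as 100% and buffer as basal.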
# RGS4 inhibitor = Inhibitors of Regulator of G Protein Signaling (RGS) 4: qHTS. actives 0.039% (n = 390,000). AID 504845, 2011. Potency, µM (doses to about 114 µM), for the others: at the highest dose activity change, negative = inhibition, actives largely listed as inhibitors. Regulator of G-protein signaling 4 (Homo sapiens), P49798. Transcreener GDP fluorescence polarization, RGS4-accelerated GTP hydrolysis; note: % is set by controls: 0 for no effect and ±100 for the full control effect; nearly all actives have a fitted effect of over 75% in size; some results filed as inactive show a strong effect at the top dose
# Target sequence (P49798 whole entry, looked up): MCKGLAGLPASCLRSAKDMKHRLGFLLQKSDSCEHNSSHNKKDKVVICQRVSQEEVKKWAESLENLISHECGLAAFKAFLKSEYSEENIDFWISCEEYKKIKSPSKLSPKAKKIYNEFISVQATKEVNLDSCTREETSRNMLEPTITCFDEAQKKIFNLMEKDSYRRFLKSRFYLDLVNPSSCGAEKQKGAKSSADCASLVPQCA
#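 MLSMR compounds (23 nl, pin-transferred) preincubated 10 min at room temperature with a 500nM (2x) first reagent, then RGS4 at 900nM (2x) plus Transcreener GDP mix added; fluorescence polarization (620/688 nm) read before and after 90 min at 30 °C.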
# Vif-A3F inh = qHTS for Inhibitors of Vif-A3F Interactions: qHTS. HeLa A3F-eYFP + Vif (tagged APOBEC3F with the HIV-1 protein that degrades it), YFP fluorescence increase. Potency, µM (top dose mostly 46.1 µM), for the others: top-dose activity, negative = active. actives 0.2% (n = 390,000). AID 602313, 2012; note: % of control where 0% means no effect; nearly all actives have a fitted effect of over 65% in size
#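 Fluorescence increase (Ex 488/Em 500-530) after overnight compound treatment at 37 deg C flags inhibition of Vif-driven A3F-eYFP loss in stable HeLa A3F-eYFP/Vif cells seeded overnight beforehand.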
# Vif-A3G inh = qHTS for Inhibitors of Vif-A3G Interactions: qHTS | DNA dC->dU-editing enzyme APOBEC-3G (Homo sapiens), Q9HC16 | HeLa A3G-eYFP + Vif (tagged APOBEC3G with the HIV-1 protein that degrades it), YFP fluorescence, overnight | Potency, µM (highest dose often 46.1 µM), without a hit: at the top dose activity, negative = active, hits mostly inhibitors | actives 0.076% (n = 410,000);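 note: % is set by controls: 0 for no effect and ±100 for the full control effect; nearly all actives have a fitted effect of over 60% in size; hits raise eYFP signal because A3G escapes Vif-driven loss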
#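 HeLa cells stably expressing Vif and C-terminally eYFP-tagged A3G, seeded overnight at 37 deg C, then exposed to compound by pintool overnight at 37 deg C. Rise in yellow fluorescence (Ex 488/Em 500-530, Acumen) marks blocked Vif-driven A3G degradation.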
# TrxR1 inh = qHTS Assay for Inhibitors of Mammalian Selenoprotein Thioredoxin Reductase 1 (TrxR1): qHTS; Thioredoxin reductase 1, cytoplasmic (Rattus norvegicus), O89049; recombinant rTrxR1, NADPH fluorescence consumption, selenite substrate; Potency, µM (series often up to 114 µM), for the others: at the top dose activity change, negative = inhibition, actives largely listed as inhibitors; actives 1% (n = 390,000); AID 588453, 2011; note: % is set by controls: 0 for no effect and ±100 for the full control effect; nearly all actives have a fitted effect of over 65% in size
#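 Rat TrxR1 (90 nM in the dispensed reagent) was pre-reduced with 400 uM NADPH for 5 min at room temperature, then incubated with compound for 15 min. After 400 uM selenite was added, NADPH fluorescence (Ex 340/Em 450 nm) was followed for 8 min.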
# mIDH1 inhibitor = qHTS for Inhibitors of mutant isocitrate dehydrogenase 1 (IDH1): qHTS; IDH1-R132H enzyme, NADPH consumption, diaphorase/resazurin fluorescence; AID 602179, 2012; actives 0.093% (n = 390,000); Isocitrate dehydrogenase [NADP] cytoplasmic (Homo sapiens), O75874; Potency, µM (doses to about 76.6 µM), for inactives: at the top dose activity change, negative = inhibition, actives largely listed as inhibitors; note: % is set by controls: 0 for no effect and ±100 for the full control effect; nearly all actives have a fitted effect of over 65% in size
#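 IDH1-R132H (0.5 ug/mL dispensed) in pH 7.5 Tris buffer was preincubated 30 min with compound, then given a substrate mix of 0.016 mM NADPH and 2 mM alpha-KG for 80 min at room temperature; remaining NADPH was read by diaphorase/resazurin fluorescence.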
# USP1 inh = Inhibitors of USP1/UAF1: Primary Screen; Potency, µM (top dose mostly 57.1 µM), without a hit: at the highest dose activity change, negative = inhibition, hits mostly inhibitors; recombinant USP1/UAF1, Ub-Rhodamine cleavage fluorescence; Ubiquitin carboxyl-terminal hydrolase 1 (Homo sapiens), O94782; actives 0.23% (n = 390,000); note: % is set by controls: 0 for no effect and ±100 for the full control effect; nearly all actives have a fitted effect of over 60% in size; inactives centre near -12
#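 USP1/UAF1 complex at 1 nM was preincubated with compound for 15 min at room temperature, then Ub-Rho substrate (150nM final) was added. Fluorescence (480/540 nm) was read kinetically, 6 reads every 60 seconds.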
# TrxR1 substrate = qHTS Assay for Substrates of Mammalian Selenoprotein Thioredoxin Reductase 1 (TrxR1): qHTS | Thioredoxin reductase 1, cytoplasmic (Rattus norvegicus), O89049 | purified TrxR1 substrate turnover, NADPH consumption readout | Potency, µM (top dose mostly 114 µM), without a hit: top-dose activity change, negative = substrate turnover | actives 0.01% (n = 390,000); note: % is set by controls: 0 for no effect and ±100 for the full control effect; nearly all actives have a fitted effect of over 50% in size
#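 Rat TrxR1, dispensed at 90 nM, was prereduced with 400 uM NADPH (final) for 5 min at ~22 deg C, then incubated with compound 15 min before 400 uM selenite. A first-read NADPH fluorescence drop versus no-compound background flagged substrates.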
# Numbers without * were called inactive; i = inactive; ? = inconclusive; · = no result given; & = joins results of further samples; [ ] = remark or other dose. Calls come from the whole dose curve; as a rule, active = well fitted curve in the direction sought with a large enough effect; inconclusive = small, poorly fitted or top-dose-only effect, or another doubt; inactive = no such curve, though single readings can be large; an effect the other way counts as inactive or inconclusive. Potency is the fitted concentration of half-maximal effect. Some of the compounds tested; rates above refer to the full screens.
SMILES,12-LOX inh,RXFP1 ag,RGS4 inhibitor,Vif-A3F inh,Vif-A3G inh,TrxR1 inh,mIDH1 inhibitor,USP1 inh,TrxR1 substrate
CC1Oc2ccccc2C=C1C1/C(=C(/O)c2ccccc2)C(=O)C(=O)N1CCCN(C)C (stereo not given),?,-0.5%,10%,2%,-4%,-9%[57.1 µM],8%,-12%,3%[57.1 µM]
CSc1ncccc1C(=O)OCc1cccc([N+](=O)[O-])c1,2%,4.6%,-2%,5%,-5%,13%,0%,-19%,4%
COc1cc(C(=S)N2CCOCC2)ccc1OC(=O)c1cc([N+](=O)[O-])cc([N+](=O)[O-])c1,?,0.4%,-19%,1%,2%,5%,3%,6%,-6%
COc1cc(OC)cc(C(=O)Nc2ccccc2C(=O)N2CCCC2)c1,i,1.8%,-9%,3%,-6%,-7%,4%,-3%,-7%
O=C(CCCN1C(=O)/C(=C/c2cccc(Br)c2)SC1=S)NCCCN1CCOCC1,?,1.6%,-33%,0%,1%,-6%,-3%,-27%,-2%
O=C1NC(=O)C(Cc2c[nH]c3ccccc23)N1 (stereo not given),-2%,1.8%,6%,3%,-1%,7%,0%,?,5%[0.457 µM]
NS(=O)(=O)c1ccc(CCNS(=O)(=O)c2ccc(Cl)cc2)cc1,-49%,0.0%,25%,2%,-1%,-22%,-9%,-4%,-16%
COC(=O)CCC(=O)OC1(C)C(=O)C2=CN(Cc3ccc(OC)cc3)C(c3ccc(OC)cc3)=CC2=C(Br)C1=O (stereo not given),?,·,?,7%,1%,-2%,20%,-22%,-10%
COc1ccc(-c2noc(-c3ccc(NC(C)c4ccccc4)c([N+](=O)[O-])c3)n2)cc1OC (stereo not given),-5%,-8.3%,-16%,-1%,4%,-2%,0%,-21%,4%
Cc1ccc(CNC(=O)c2ccccc2N)cc1,14%,4.8%,4%,-6%,0%,13%,1%,-6%,144%[activator]
Cc1ccc(C(=O)COc2ccccc2N2C(=O)c3ccccc3C2=O)cc1,-10%,1.4%,10%,-2%,2%,8%[57.1 µM],-15%,-13%,5%[57.1 µM]
CC(=O)NC(C)c1cc(F)c2cccnc2c1O (stereo not given),-8%,0.1%&1.4%,5%,-4%,0%,-7%,·,·,-4%
c1ccc(COc2ccc(OCCCNC3CCCC3)cc2)cc1,?,1.1%,-18%,0%,3%,-30%,3%,-8%,-11%
Cc1cc(C=O)c(O)cc1O,-21%,0.3%,-10%,-9%,2%,-2%,14%,-21%,?
O=C(NC(=S)NCCc1ccccn1)c1ccco1,-1%,2.3%,3%,0%,-14%,12%,9%,-17%,11%
Cc1nc2ccn(Cc3ccco3)c(=O)c2cc1C(=O)Nc1ccc(F)cc1,?,-0.1%,-8%,-7%,-18%,4%[57.1 µM],-17%,9%,4%[57.1 µM]
CCOc1ccccc1CNC(=O)CCc1c(C)nn(-c2ccc(N3CCCC3)nn2)c1C,-10%,-0.6%,8%,-1%,2%,14%[57.1 µM],42%[activator],-4%,-2%[57.1 µM]
COc1ccc(S(=O)(=O)c2ccc(OC)cc2)cc1,0%,-0.8%,-4%,-6%,-7%,9%,-2%,-3%,-1%
CN(C(=O)c1cccnc1)c1nnc(-c2cnccn2)s1,0%,0.6%,-19%,-6%,-1%,-4%[57.1 µM],-4%,-14%,-5%[57.1 µM]
COc1ccc(N2C(=O)C(Cl)=C(Nc3c(C)n(C)n(-c4ccccc4)c3=O)C2=O)cc1,?,-1.8%,-11%,0%,0%,-17%[2.29 µM],5%,-11%,5%[57.1 µM]
O=C(NNC(=O)c1cccnc1)Nc1ccc([N+](=O)[O-])cc1,0%,-0.4%,-13%,-5%,3%,8%[57.1 µM],3%,-25%,8%[57.1 µM]
CC1=C2C(=O)OC(c3ccoc3)C2(C)CCC1 (stereo not given),14%,-0.4%,16%,6%,-10%,8%[57.1 µM],3%,-22%,-7%[57.1 µM]
O=C1N/C(=N/S(=O)(=O)c2ccccc2)S/C1=C/c1cccnc1,?,-2.4%,-16%,-8%,-29%,?,-10%,-14%,-18%
COc1ccc(C(=O)Nc2c(C(=O)c3ccccc3)oc3ccccc23)cc1,-14%,-0.1%,-28%,4%,-1%,2%,-2%,-23%,31%[activator]
Cc1cc(-c2ccc(/C=N/n3cnnc3)o2)c(C)c([N+](=O)[O-])c1,?,0.7%,?,-3%,0%,-19%,0%,-17%,-10%

# Compound profiles, as listed above. Order of values: 12-LOX inh | RXFP1 ag | RGS4 inhibitor | Vif-A3F inh | Vif-A3G inh | TrxR1 inh | mIDH1 inhibitor | USP1 inh | TrxR1 substrate
# COc1ccc(S(=O)(=O)c2ccc(OC)cc2)cc1 is entered as 0% | -0.8% | -4% | -6% | -7% | 9% | -2% | -3% | -1%
# CC1=C2C(=O)OC(c3ccoc3)C2(C)CCC1 (stereo not given) is entered as 14% | -0.4% | 16% | 6% | -10% | 8%[57.1 µM] | 3% | -22% | -7%[57.1 µM]
# CCOc1ccccc1CNC(=O)CCc1c(C)nn(-c2ccc(N3CCCC3)nn2)c1C is entered as -10% | -0.6% | 8% | -1% | 2% | 14%[57.1 µM] | 42%[activator] | -4% | -2%[57.1 µM]
# COc1ccc(-c2noc(-c3ccc(NC(C)c4ccccc4)c([N+](=O)[O-])c3)n2)cc1OC (stereo not given) is entered as -5% | -8.3% | -16% | -1% | 4% | -2% | 0% | -21% | 4%
# NS(=O)(=O)c1ccc(CCNS(=O)(=O)c2ccc(Cl)cc2)cc1 is entered as -49% | 0.0% | 25% | 2% | -1% | -22% | -9% | -4% | -16%

# Next part.
SMILES,12-LOX inh,RXFP1 ag,RGS4 inhibitor,Vif-A3F inh,Vif-A3G inh,TrxR1 inh,mIDH1 inhibitor,USP1 inh,TrxR1 substrate
CC1CCN(S(=O)(=O)c2ccc3c(c2)N(CC(=O)NC(C)(C)C)C(=O)CS3)CC1,?,0.7%,21%,1%,0%,-1%,8%,?,-5%
COCC(=O)NC1CCN(C(=O)NCc2ccccc2)CC1,-13%,2.8%,-10%,2%,-5%,12%,-1%,-9%,2%
COc1ccccc1NC(=O)N(CCN(C)C)Cc1cc2cc(C)ccc2[nH]c1=O,-1%,-0.8%,1%,0%,0%,4%,1%,-15%,-1%
O=C(COC(=O)/C=C/c1cc(Br)ccc1F)Nc1ccc2[nH]c(=O)[nH]c2c1,-27%,-1.2%,11%,-12%,-1%,4%[57.1 µM],-9%,-22%,1%[57.1 µM]
CCOc1[nH]n(-c2ccccc2)c(=O)c1C=Nc1ccc(F)cc1F,3%,0.8%,1%,1%,-3%,13%,-3%,-4%,0%
Cn1nnc2cc(C(=O)Nc3ccc(Cl)cc3)ccc21,-1%,18%,-49%,-8%,-2%,-4%,6%,-11%,-2%
CCOC(=O)c1c(NC(=S)Nc2ccc(OCC)cc2)sc2c1CCN(C)C2,?,11%,-38%,?,-15%,?,2%,-17%,-7%[57.1 µM]
COCCNc1oc(-c2ccc(COc3ccc(OC)cc3)o2)nc1C#N,?,-1.6%,19%,1%,3%,16%,16%,-13%,26%
Cc1ccc(-c2nc(CS(=O)(=O)CC(=O)NCCN3CCOCC3)c(C)o2)cc1,2%,-1.3%,-12%,-2%,-10%,-2%,0%,-19%,6%
COc1ccc(CC(=O)OCC(=O)NC2CCCC(C)C2C)cc1OC (stereo not given),10%,·,-10%,2%,1%,9%,2%,-15%,3%
O=C(NCCC(=O)N1CCCC1)c1ccccc1Cl,16%,-0.3%,0%,2%,-8%,33%,18%,-21%,7%
Cc1ccc(CNCC(O)(c2ccccc2)c2ccc(Cl)cc2)cc1 (stereo not given),0%,-1.3%,-8%,-13%,1%,46%[activator],7%,-21%,11%
O=[N+]([O-])c1ccc(S(=O)(=O)NCCN2CCOCC2)cc1,-3%,1.4%,12%,-1%,-2%,14%[57.1 µM],11%,-14%,10%

# In a second layout: entries from further up
SMILES | 12-LOX inh | RXFP1 ag | RGS4 inhibitor | Vif-A3F inh | Vif-A3G inh | TrxR1 inh | mIDH1 inhibitor | USP1 inh | TrxR1 substrate
COCCNc1oc(-c2ccc(COc3ccc(OC)cc3)o2)nc1C#N | ? | -1.6% | 19% | 1% | 3% | 16% | 16% | -13% | 26%
O=[N+]([O-])c1ccc(S(=O)(=O)NCCN2CCOCC2)cc1 | -3% | 1.4% | 12% | -1% | -2% | 14%[57.1 µM] | 11% | -14% | 10%
